CCT chaperon mod = High-Throughput Screening for Modulators of Cytosolic Chaperonin Activity; activity change, % (test concentration not listed), hits read low; AID 651819, 2012; purified chaperonin ATPase assay, HTRF ADP detection, 30 min; actives 0.3% (n = 360,000); in the data active = activity change below about -30%; note: % is set by controls: 0 for no effect and ±100 for the full control effect
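First, chaperonin was dispensed at 40 nM or 20 nM final depending on batch activity. Next, compounds were pinned at 76 uM and ATP added at 10 uM. After 30 min at 37 °C, ADP detection reagents ran 30 min at ambient temperature.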
pAkt inh = HTS Assay for Inhibitors of Akt Phophorylation: Primary Screen | Neuro2A IGF-stimulated pAkt S473 HTRF, 20 min; active compounds read low | activity change, % for hits at 50 µM | actives 0.32% (n = 360,000); in the data active = activity change below about -80%; inconclusive = mostly about -51% to -80%; note: % is set by controls: 0 for no effect and ±100 for the full control effect
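Neuro2A cells in DMEM with 0.5% FBS, overnight at 37 deg C, given compound at single 50 µM final, then IGF (6 nM final) for 20 min at 37 deg C. Lysed; phospho-Akt Ser473 by HTRF after 24 h, 665/615 ratio.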
MmCpn inh = Inhibitors of TCP-1 ring complex (TRiC) of Methanococcus maripaludis (MmCpn): qHTS; Chaperonin Mm-Cpn (Methanococcus maripaludis); purified Mm-Cpn ATPase, ADP Transcreener TR-FRET; Potency, µM (titrated, usually from 76.9 µM), for the others: top-dose activity, negative = inhibition, usual class: inhibitors; actives 0.031% (n = 330,000); note: potency is the fitted concentration of half-maximal effect; % is set by controls: 0 for no effect and ±100 for the full control effect; nearly all actives have a fitted effect of over 80% in size
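Purified archaeal Mm-CPN (25nM final) preincubated 10 min at 37degC with compound, then 10uM ATP for 30 min at 37degC; ADP measured by HTRF Transcreener TR-FRET; buffer 30 mM TRIS pH 7.4, 100mM KCl, 5mM MgCl2, 1mM DTT.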
PTHR1 ag = qHTS for PTHR1 Agonists: Primary Screen. HEK293 GP2 PTHR1 cells, GloSensor cAMP luminescence, 1 h. actives 0.075% (n = 410,000). Parathyroid hormone/parathyroid hormone-related peptide receptor (Homo sapiens), Q03431. Potency, µM (doses to about 115 µM), without a hit: at the highest dose activation, actives largely listed as activators; note: potency is the fitted concentration of half-maximal effect; nearly all actives have a fitted effect of over 55% in size; some results filed as inactive show a strong effect at the top dose; inactives centre near -15; many of its hits are not listed in these tables
Target sequence (Q03431 whole entry, looked up): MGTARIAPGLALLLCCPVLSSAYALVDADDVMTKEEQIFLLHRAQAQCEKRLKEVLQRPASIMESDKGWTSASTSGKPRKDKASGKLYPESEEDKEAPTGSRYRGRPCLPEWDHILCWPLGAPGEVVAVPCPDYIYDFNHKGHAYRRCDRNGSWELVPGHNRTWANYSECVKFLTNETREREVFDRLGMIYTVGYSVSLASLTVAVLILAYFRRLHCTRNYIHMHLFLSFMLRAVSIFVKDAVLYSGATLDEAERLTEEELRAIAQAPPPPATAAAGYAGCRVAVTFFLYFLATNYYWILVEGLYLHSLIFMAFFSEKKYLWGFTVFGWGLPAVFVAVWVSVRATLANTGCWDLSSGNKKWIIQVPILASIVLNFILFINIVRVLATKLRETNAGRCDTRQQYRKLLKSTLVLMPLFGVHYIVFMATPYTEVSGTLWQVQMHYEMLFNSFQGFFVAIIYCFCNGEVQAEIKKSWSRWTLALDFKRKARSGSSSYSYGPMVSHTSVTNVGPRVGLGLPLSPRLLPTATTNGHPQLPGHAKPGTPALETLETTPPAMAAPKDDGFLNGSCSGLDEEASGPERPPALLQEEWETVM
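HEK-293-derived GP2 cells expressing PTHR1 and a GloSensor cAMP reporter, 3,000/well, plated overnight, given luciferin plus IBMX (each 0.5 mM as added) for 1 h at 37 °C, then compound for 1 h at 37 °C. Luminescence was read after 15 min at room temperature.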
DRD3 agonist = qHTS of D3 Dopamine Receptor Agonist: qHTS | D(3) dopamine receptor (Homo sapiens), P35462 | D3R DiscoveRx beta-arrestin cells, luminescence, 90 min | max activation, % | actives 0.58% (n = 410,000) | AID 652048, 2013; in the data active = max activation above about 30%; note: 0% is about no effect; mostly tested at two doses, the higher about 12 µM
Target sequence (P35462 whole entry, looked up): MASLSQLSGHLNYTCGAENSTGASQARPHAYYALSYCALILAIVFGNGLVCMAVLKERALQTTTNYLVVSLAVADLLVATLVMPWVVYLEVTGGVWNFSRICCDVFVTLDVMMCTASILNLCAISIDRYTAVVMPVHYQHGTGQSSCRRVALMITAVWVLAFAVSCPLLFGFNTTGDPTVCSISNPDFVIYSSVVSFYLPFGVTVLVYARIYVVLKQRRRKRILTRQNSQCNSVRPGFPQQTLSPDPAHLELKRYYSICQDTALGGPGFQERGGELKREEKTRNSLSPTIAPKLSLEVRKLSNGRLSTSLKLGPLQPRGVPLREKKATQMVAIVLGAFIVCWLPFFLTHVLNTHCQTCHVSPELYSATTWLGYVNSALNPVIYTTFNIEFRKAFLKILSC
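Agonist-mode cell screen: cells plated at 1500/well and incubated overnight at 37 °C, then exposed to library compounds for 90 min at 37 °C. Detection reagent was added for 30–60 min at room temperature, and luminescence was read.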
EPAC2 antag = qHTS for Antagonist of cAMP-regulated guanine nucleotide exchange factor 2 (EPAC2): primary screen; Rap guanine nucleotide exchange factor 4 (Homo sapiens), Q8WZA2; EPAC2 GEF exchange of Rap1B-BODIPY-GDP, fluorescence; Potency, µM (series often up to 114 µM), inactives show at the top dose activity, negative = inhibition, actives largely listed as inhibitors; actives 0.18% (n = 360,000); note: potency is the fitted concentration of half-maximal effect; % is set by controls: 0 for no effect and ±100 for the full control effect; nearly all actives have a fitted effect of over 45% in size; many of its hits are not listed in these tables
EPAC2 ag = qHTS for Agonist of cAMP-regulated guanine nucleotide exchange factor 4 (EPAC2): primary screen; Rap guanine nucleotide exchange factor 4 (Homo sapiens), Q8WZA2; EPAC2 activation, biochemical qHTS; response scale: 100% = 6.5 mM cAMP response; Potency, µM (doses to about 154 µM), inactives show at the top dose activation, most hits filed as activators; actives 0.079% (n = 360,000); AID 720711, 2013; note: potency is the fitted concentration of half-maximal effect; nearly all actives have a fitted effect of over 50% in size
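Exchange assay: 100 nM EPAC2 with 250 nM Rap1B-BODIPY-GDP and 50 uM GDP. Fluorescence (ex 480/em 540 nm) read every 5 min for 30 min at room temperature. Data normalized to 6.5 mM cAMP as agonist control.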
DRD3 antagonist = qHTS of D3 Dopamine Receptor Antagonist: qHTS; D3R cells, DiscoveRx beta-arrestin luminescence, antagonist mode; active compounds read low; max response, negative = inhibition, %; actives 2.5% (n = 360,000); in the data active = max response below about -50%; inconclusive = no clear call, values can overlap the other calls; note: % is set by controls: 0 for no effect and ±100 for the full control effect; mostly tested at two doses, the higher about 12 µM
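Cells expressing the human receptor were seeded at 1500 cells/well, incubated overnight at 37 degrees C in 5% CO2, then exposed to library compounds with dopamine controls for 90 minutes at 37 degrees C before luminescent detection.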
* = called active by the depositor; i = inactive; ? = inconclusive; nt = not tested or not shown; [ ] = remark or other dose. Unless noted, calls come from the whole dose curve; as a rule, active = well fitted curve in the direction sought with a large enough effect; inconclusive = small, poorly fitted or top-dose-only effect, or another doubt; inactive = no such curve, though single readings can be large; an effect the other way counts as inactive or inconclusive. Some of the compounds tested; rates above refer to the full screens.

canonical_smiles	CCT chaperon mod	pAkt inh	MmCpn inh	PTHR1 ag	DRD3 agonist	EPAC2 antag	EPAC2 ag	DRD3 antagonist
CN1CCOc2cc(S(=O)(=O)NCc3ccc(S(N)(=O)=O)cc3)ccc21	-0.6	i	1.6%	i	-3.6	-0.3%	0.3%	-2.6
COc1ccc(C(C)=O)c(Oc2nc(CN3CCOCC3)nc3scc(-c4cccs4)c23)c1	-1.5	i	-4.9%	-12.2%[57.5 µM]	2.2	-2.3%	11.8%	33.1
CC1CCN(C(=O)c2ccc(NC3=C(Cl)C(=O)N(Cc4ccccc4)C3=O)cc2)CC1	0.9	i	-0.8%	-50.4%[inhibitor]	-33.1	5.6%	6.8%	-53.0*
COc1ccccc1OCC(=O)N1CCN(C(=O)COc2ccccc2OC)CC1	2.4	i	-0.4%	i	2.9	-2.2%	4.1%	-0.4
C=CCc1cccc(/C=N/NC(=O)c2ccccc2Br)c1O	-0.5	i	3.4%	-1.8%	4.1	-13.1%	13.0%	-7.8
FC(F)(F)c1nnc2n1N=C(c1cccs1)CS2	-0.5	i	-1.2%	-31.1%[inhibitor]	-2.2	-1.2%	-2.3%	1.2
CC1CCN(C(=O)c2ccc(CS(=O)(=O)Cc3ccccc3)cc2)CC1	-0.7	i	-1.2%	-33.9%[inhibitor]	15.8	4.4%	4.0%	20.3
Cc1cc(OCC(=O)Nc2cc(-c3nn4c(C)nnc4s3)ccc2C)ccc1Cl	-0.3	i	?	-45.2%[inhibitor]	-0.1	-3.2%	5.3%	10.0

(listing goes on)
canonical_smiles	CCT chaperon mod	pAkt inh	MmCpn inh	PTHR1 ag	DRD3 agonist	EPAC2 antag	EPAC2 ag	DRD3 antagonist
O=C(CCC(=O)N1CCN(c2ccc(F)cc2)CC1)N1CCN(c2ccc(F)cc2)CC1	0.4	i	0.8%	-44.1%[inhibitor]	1.2	2.1%	3.5%	9.6
O=C(N/N=C/c1ccc2c(c1)OCO2)c1cccc(NC(=O)c2ccccc2Cl)c1	2.3	i	-0.1%	i	-6.4	-3.2%	2.6%	1.5
O=C(O)c1ccccc1N=N/C(=N/Nc1cc(S(=O)(=O)O)ccc1O)c1ccccc1	-1.0	i	-3.0%	-18.7%	-0.1	50.1µM*	-5.1%	-5.4
O=C(c1ccc(Cl)cc1)N1CCN(C(=O)c2ccco2)CC1	-15.5	i	-1.8%	-3.9%	6.6	14.6%	5.7%	0.0
C=C(C(=O)c1ccccc1)C(C(=C)C(=O)c1ccccc1)c1ccc(OC)cc1	-0.1	i	1.1%	-88.3%[inhibitor]	-15.0	6.6%	10.3%	?
CCOC(=O)c1ccc(NC(=O)CSC2=NN3CCCC(=O)N=C3S2)cc1	-1.8	i	-0.5%	-24.7%	-0.4	4.1%	1.7%	-0.6
COc1ccc(S(=O)(=O)Nc2ccc(S(=O)(=O)Nc3nc(C)cc(C)n3)cc2)cc1OC	2.0	i	4.4%	2.5%[57.5 µM]	2.5	11.6%	-2.0%	12.5
CCOCCCNC(c1ccccc1)c1ccncc1 (stereo not given)	-1.4	i	0.3%	i	1.3	13.8%	-3.0%	11.6

Molecules shown so far with fluorine (2):
canonical_smiles	CCT chaperon mod	pAkt inh	MmCpn inh	PTHR1 ag	DRD3 agonist	EPAC2 antag	EPAC2 ag	DRD3 antagonist
FC(F)(F)c1nnc2n1N=C(c1cccs1)CS2	-0.5	i	-1.2%	-31.1%[inhibitor]	-2.2	-1.2%	-2.3%	1.2
O=C(CCC(=O)N1CCN(c2ccc(F)cc2)CC1)N1CCN(c2ccc(F)cc2)CC1	0.4	i	0.8%	-44.1%[inhibitor]	1.2	2.1%	3.5%	9.6

The results go on:
canonical_smiles	CCT chaperon mod	pAkt inh	MmCpn inh	PTHR1 ag	DRD3 agonist	EPAC2 antag	EPAC2 ag	DRD3 antagonist
CCN(CC)C(=O)Cn1cc(C(=O)C(=O)NCCc2ccccc2)c2ccccc21	0.4	i	-1.5%	-12.8%	1.0	-2.3%	2.7%	3.3
CCOc1ccc(NC(=O)C2CC3CCC2C3)cc1 (stereo not given)	-2.6	i	nt	i	-7.1	-2.9%	-0.3%	-1.0
O=S(=O)(Nc1ccc(S(=O)(=O)N2CCOCC2)cc1)c1ccccc1	-3.0	i	3.5%	i	3.6	8.1%	2.1%	2.2
CCOC(=O)/C(N=Nc1ccc(Cl)cc1)=C(/O)c1ccc([N+](=O)[O-])cc1	-3.4	i	-0.4%	-16.3%	2.8	-3.7%	0.9%	8.0
CSc1cccc(NC(=O)CCNS(=O)(=O)c2ccc3[nH]c(=O)oc3c2)c1	-0.1	i	2.4%	3.6%	-8.1	3.8%	12.3%	-22.9
COc1ccc(-c2nc(C#N)c(NCc3cccnc3)o2)cc1OC	-2.8	i	-1.5%	i	2.3	7.9%	0.2%	23.7
COC(=O)c1ccc(S(=O)(=O)c2ccc(Cl)cc2)c(N)c1	1.6	i	-3.0%	-29.5%	0.6	-11.9%	-7.3%	4.2
Cc1nc(SCC(=O)NC(=O)NC(C)(C)C)nc(C)c1C	-1.2	i	-0.5%	-6.4%	3.0	1.4%	3.5%	20.5

The list goes on:
canonical_smiles	CCT chaperon mod	pAkt inh	MmCpn inh	PTHR1 ag	DRD3 agonist	EPAC2 antag	EPAC2 ag	DRD3 antagonist
CCCCCN(C(=O)NC(=O)Nc1ccccc1C)S(C)(=O)=O	-1.5	i	0.9%	i	-7.4	-0.6%	6.6%	-8.9
Cc1ccccc1N1CC(C(=O)N2CC(C)CC(C)C2)CC1=O (stereo not given)	-11.6	i	1.2%	3.5%	-7.4	13.9%	20.8%	1.8
CCOC(=O)c1ccc(N2CSC3=C(C#N)C(c4ccc(OC)cc4OC)CC(=O)N3C2)cc1 (stereo not given)	-0.8	i	-0.4%	i	5.6	5.0%	14.3%	-10.6
CCOC(=O)C(C(=O)OCC)C(Nc1ccccc1)c1ccccc1 (stereo not given)	1.0	i	-0.6%	-22.8%	1.3	-2.1%	-8.9%	-22.3
Cn1c(=O)oc2cc(S(=O)(=O)N3CCN(c4cccc(Cl)c4)CC3)ccc21	0.7	i	0.0%	i	10.5	20.0%	9.5%	-2.6
C/C(=N/NS(=O)(=O)c1ccc(Cl)cc1)c1ccncc1	0.0	i	-3.8%	-23.0%	0.2	2.3%	6.5%	6.5
CCCC1(C(=O)O)NC(c2ccccc2O)C2C(=O)N(Cc3ccccc3)C(=O)C21 (stereo not given)	1.1	i	3.2%	7.6%	-4.6	10.6%	6.1%	-26.4
COc1cccc(Nc2ccc(Nc3cccc(OC)c3)nn2)c1	-3.4	i	-1.4%	-21.2%	-2.0	-8.7%	10.9%	-6.7

(more compounds)
canonical_smiles	CCT chaperon mod	pAkt inh	MmCpn inh	PTHR1 ag	DRD3 agonist	EPAC2 antag	EPAC2 ag	DRD3 antagonist
COc1ccc(CN(CCC(c2ccccc2)c2ccco2)C(=O)c2ccco2)cc1 (stereo not given)	-6.2	i	-20.7%	-4.2%	-10.7	?	5.0%	-5.3
CCC(C)NC(=O)N[C@@H](CCSC)C(=O)O (stereo not given in full)	0.8	i	-14.3%	19.5%[57.5 µM]	1.0	-2.2%	0.9%	18.2
C#CCNC(=O)C1=C[C@H](c2coc3ccccc3c2=O)C[C@H](OCc2ccc(CO)cc2)O1	-1.7	i	nt	-4.5%	24.2	7.1%	1.2%	27.8
Cn1c(=O)[nH]c(=O)c2c1nc(N1CCc3ccccc3C1)n2CCSc1nc2ccccc2s1	-0.9	i	-28.2%	i	-19.3	14.0%	-3.3%	-12.0
CCN1C(=O)C(F)(CC)C(=O)c2ccccc21 (stereo not given)	-3.3	i	3.6%	i	6.9	5.8%	-5.1%	11.3
Cc1ccc(NC(=O)COC(=O)CN2CCSC2=O)cc1F	0.8	i	nt	-1.8%	-6.7	-5.2%	-9.4%	37.5
O=C(O)c1ccccc1NC(=S)NC(NC(=O)c1ccccc1[N+](=O)[O-])C(Cl)(Cl)Cl (stereo not given)	-2.0	i	-0.2%	-1.2%	-1.2	-0.2%	0.0%	13.9
Cc1c(NC(=S)NC(=O)c2ccccc2)c(=O)n(-c2ccccc2)n1C	-0.4	i	nt	-16.0%	5.5	1.9%	-3.1%	-8.7

Carrying on.
canonical_smiles	CCT chaperon mod	pAkt inh	MmCpn inh	PTHR1 ag	DRD3 agonist	EPAC2 antag	EPAC2 ag	DRD3 antagonist
CC(C)(C)NC(=S)N1CCC(C(=O)c2ccc(Cl)cc2)CC1	-0.3	i	-0.6%	-20.2%	-10.5	-22.0%	2.9%	4.8
CCCCCn1c(N2CCCC2)nc2c1c(=O)n(C)c(=O)n2C	1.7	i	-0.2%	-34.5%[inhibitor]	4.7	-2.1%	-0.8%	6.3
C/C(=N\NC(=O)C1CC1)c1ccc(Cl)cc1	-1.7	i	-2.3%	i	-3.8	0.7%	-0.5%	-0.5
CC(C)CCNC(=O)c1ccc(NC(=O)C2=CSCCO2)cc1	1.9	i	0.1%	i	-10.2	-1.9%	8.9%	-16.4
N#Cc1ccsc1NC(=O)c1ccc(Cl)c([N+](=O)[O-])c1	0.5	i	-0.4%	-94.3%	-10.8	11.4%	8.9%	18.2
Cc1nc2cc(NC(=O)c3ccc(N4C(=O)CCC4=O)cc3)ccc2s1	-75.8*	i	0.9%	i	2.1	0.9%	-2.9%	7.5
CCSC1=NCCN1C(=O)c1ccc(S(=O)(=O)N(CC)CC)cc1	0.1	i	3.8%	i	-1.0	-1.8%	8.8%	-10.5
O=C(O)CCN1C(=O)/C(=C\c2ccncc2)SC1=S	-1.3	i	-1.2%	-9.1%	-6.8	12.9%	5.0%	-7.1
CCCCCOc1ccc(NC(=O)C2OC3OC(C)(C)OC3C3OC(C)(C)OC23)cc1 (stereo not given)	0.4	i	-0.3%	i	3.8	2.9%	-2.6%	2.2
CC(/C=C1\SC(=S)N(NC(=O)c2cccc(O)c2)C1=O)=C\c1ccccc1	-1.9	i	-1.4%	-12.7%	0.7	-0.7%	13.3%	-14.2

Screening results: PubChem, National Center for Advancing Translational Sciences (NCATS)
